Rtt109 HAT inh = blocks Candida albicans Rtt109/Vps75 acetyltransferase activity; Q5AAJ8; purified Rtt109/Vps75, ThioGlo CoA-SH fluorescence, 4 h; inhibition, % at 34.9 µM; 330,000 compounds, 0.16% hits;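 active means inhibition of at least 50% in every replicate; inconclusive means best replicate reaches 50% inhibition but some replicates fall short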
Target sequence (Q5AAJ8 whole entry, looked up): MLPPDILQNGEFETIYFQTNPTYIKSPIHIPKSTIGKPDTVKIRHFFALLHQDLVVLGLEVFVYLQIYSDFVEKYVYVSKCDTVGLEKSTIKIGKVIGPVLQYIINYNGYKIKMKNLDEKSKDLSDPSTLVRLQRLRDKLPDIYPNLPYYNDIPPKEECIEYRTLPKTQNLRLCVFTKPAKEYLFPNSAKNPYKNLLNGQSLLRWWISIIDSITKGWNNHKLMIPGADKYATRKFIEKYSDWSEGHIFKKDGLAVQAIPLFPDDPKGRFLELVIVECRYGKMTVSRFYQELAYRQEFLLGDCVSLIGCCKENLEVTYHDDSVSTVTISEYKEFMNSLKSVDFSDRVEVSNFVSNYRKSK
CDK5 inh = blocks human CDK5/p35 kinase activity; Q00535+Q15078; Recombinant CDK5/p35, ADP-Glo luminescence, 60 min; inhibition, % at 10 µM; 330,000 compounds, 0.01% hits;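 active means highest replicate inhibition of at least 50% and at least 75% of replicates reaching 50%; inconclusive means only one of the two criteria met; inactive means both criteria failed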;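 further: plate controls were DMSO neutral control for no effect and GW8510 at 10 µM for full effect; many of its hits are not listed in these tables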
Target sequence (Q00535 whole entry, looked up): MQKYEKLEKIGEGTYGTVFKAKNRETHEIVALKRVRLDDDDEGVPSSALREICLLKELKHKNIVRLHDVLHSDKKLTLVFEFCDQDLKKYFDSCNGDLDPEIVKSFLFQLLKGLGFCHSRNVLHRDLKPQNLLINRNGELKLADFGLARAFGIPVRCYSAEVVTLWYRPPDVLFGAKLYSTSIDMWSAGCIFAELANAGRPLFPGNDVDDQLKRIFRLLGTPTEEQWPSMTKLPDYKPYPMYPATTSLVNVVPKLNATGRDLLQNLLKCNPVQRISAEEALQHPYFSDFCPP
Target sequence (Q15078 whole entry, looked up): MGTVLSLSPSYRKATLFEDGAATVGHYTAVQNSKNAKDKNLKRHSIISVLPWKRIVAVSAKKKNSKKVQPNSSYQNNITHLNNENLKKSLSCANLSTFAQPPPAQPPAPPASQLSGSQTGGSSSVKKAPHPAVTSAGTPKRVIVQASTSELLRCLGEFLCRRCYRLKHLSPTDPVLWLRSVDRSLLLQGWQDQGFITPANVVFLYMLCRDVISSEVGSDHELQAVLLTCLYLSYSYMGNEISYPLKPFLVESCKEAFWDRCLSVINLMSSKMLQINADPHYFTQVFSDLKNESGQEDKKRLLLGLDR
CAL PDZ FP-1 = blocks peptide binding to human CAL PDZ domain | AID 504414 | 330,000 compounds, 0.02% hits | inhibition, % at 20 µM | purified CAL PDZ, TMR-peptide fluorescence polarization, 1 h;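 active means highest replicate inhibition of at least 40%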;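 further: plate controls were DMSO neutral control wells for no effect and unlabeled competitor peptide control wells for full effect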
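Read-out basis: mP drop reported as inhibition | Assay system: Tagged CAL PDZ protein CerCALP, purified | Benchmarks: Unlabelled peptide for full inhibition, DMSO wells as neutral | Schedule: 1 h incubation at room temperature before polarization reading | Buffer or medium: Sodium phosphate/NaCl buffer pH 7.4 with TCEP, IgG, Thesit | Doses: Single point, 20 µM | Measured by: Fluorescence polarization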
MITF act = activators of MITF-driven TRPM1 promoter activity in SK-MEL-5 cells; 300,000 compounds, 0.75% hits; activation, % at 12.5 µM; SK-MEL-5 TRPM1-promoter luciferase, 24 h; % of positive control, neutral wells = 0; AID 588334;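 active means mean activation of at least 80% with every replicate also reaching 80%; inconclusive means mean reaches 80% but some replicate falls short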;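 further: 0% = neutral control wells and 100% = parthenolide positive control wells; values of inactives mirror those of a sister screen read the other way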
dFosB activator = mouse delta FosB homodimer activation; P13346; 340,000 compounds, 0.99% hits; AID 493131; purified delta FosB, TAMRA-CDK5 oligo fluorescence polarization; percent of positive-control signal above neutral wells; activation, % at 25 µM;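 active means mean activation above about 17%, with every replicate also reaching it, limit read from the data, passing the limit was not always enough; inconclusive means only one of the two conditions met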;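 further: fluorescence polarization rise as delta FosB binds a TAMRA Cdk5 AP-1 oligo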
RTF Ca sens act = cardiac RTF calcium sensitization; P19429+P45379; IANBD-labeled TnC RTF fluorescence at EC20 calcium; 0% EC20 calcium, 100% full calcium; activation, % at 7.2 µM; 340,000 compounds, 0.24% hits;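 active means activation above the mean over all tested compounds plus 3 SD, cut at about 30% in these data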;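 further: rise in fluorescence read as greater calcium sensitivity of cardiac thin filaments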
Wnt act = activates Wnt/beta-catenin signaling in a reporter cell assay; activator, plate reader; activation, % at 9.35 µM; 300,000 compounds, 1.2% hits; in the data active means activation above about 30%, passing the limit was not always enough; inconclusive means no clear call, values can overlap the other calls;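 further: 0% = neutral control wells and 100% = positive control wells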
CAL PDZ FP-2 = CAL PDZ (human) peptide binding inhibition; Q9HD26; purified CAL PDZ, TMR-peptide fluorescence polarization, 1 h; inhibition, % at 24.9 µM; 300,000 compounds, 0.92% hits; AID 602252;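 active means mean inhibition of at least 30% with at least half of replicates also reaching 30%; inconclusive means no clear call, values can overlap the other calls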;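 further: 0% = DMSO neutral control and 100% = excess unlabeled competitor peptide PRC23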
V-ATPase pH = yeast V-ATPase proton transport regulation by pHLuorin. S. cerevisiae, pHLuorin cytosolic pH fluorescence. response, % at 10 µM. 350,000 compounds, 0.37% hits. AID 504577; in the data active means response mostly above about 7.3%, no sharp cut-off; inactive means mostly below about 5.4%; further: actives read high; inactives centre near 0; some compounds called inactive have numbers as strong as hits
Tat export inh = inhibitors of E. coli Tat protein transport. E. coli MC4100 TorA-mCherry Tat export, fluorescence. inhibition, % at 10 µM. 340,000 compounds, 0.036% hits;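 active means mean replicate inhibition at least 50% and at least half of replicates individually reaching 50%; inconclusive means only one of the two criteria met; inactive means neither criterion met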;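 further: exported cargo escapes ClpAP degradation while cytoplasmic cargo is degraded and loses fluorescence; 0% = median of neutral control wells and 100% = median of NaSCN control wells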
Numbers without * were called inactive; ? = inconclusive; nt = no result given. Not a hit list; 4.1% or so of the library scored in one or more.

SMILES | Rtt109 HAT inh | CDK5 inh | CAL PDZ FP-1 | MITF act | dFosB activator | RTF Ca sens act | Wnt act | CAL PDZ FP-2 | V-ATPase pH | Tat export inh
NC1=C(O)C(=O)C(c2ccccc2)O1 (stereo unspecified) | 6 | -0.4 | -0.2 | 6 | -7 | -1 | 2 | -4 | 1 | -10
CCOC(=O)c1cnc(-n2nc(C)cc2C)nc1N1CCOCC1 | 18 | 0.9 | -0.9 | -2 | -10 | 2 | 0 | nt | -3 | 8
NC(=O)c1ccc(N=C2C(=O)Nc3ccc([N+](=O)[O-])cc32)cc1 | 16 | -1.8 | -3.0 | -13 | 4 | 3 | -1 | 2 | 0 | -42
O=C(c1ccc(C(F)(F)F)cc1)N1CCC(=O)N(C(COCc2ccc(C(F)(F)F)cc2)Cc2ccccc2)CC1 (stereo unspecified) | -4 | -2.5 | 0.3 | -8 | -15 | 2 | -5 | -3 | 4 | 10
COc1ccccc1NC(=S)N1CC(C)OC(C)C1 (stereo unspecified) | 15 | -0.1 | -2.1 | 3 | -3 | -6 | 0 | -1 | -3 | 12
CS/C(=N\S(=O)(=O)c1ccc(Cl)cc1)c1ccccc1 | -2 | -0.8 | -2.3 | -5 | -8 | 4 | 0 | -1 | -4 | -5
O=S(=O)(c1ccc(F)cc1)N1CCN(C(=S)NC2CC2)CC1 | -8 | 0.8 | -3.6 | 15 | -3 | -1 | 1 | 5 | -1 | -3
O=C(CC(=O)Nc1ccccc1C(=O)O)NNC(=O)Cc1ccccc1 | -2 | 1.7 | -1.4 | 0 | 2 | -2 | -3 | -3 | 2 | -2
Cc1cc(C)c(CN2CCN(CCCn3cnc(C(=O)Nc4ccc(C)c(C)c4)n3)CC2)c(C)c1 | -3 | 0.3 | -1.3 | -83 | 13 | -3 | -4 | -4 | 1 | 15
NS(=O)(=O)c1ccc(CCNC(=O)C2CCN(S(=O)(=O)c3ccccc3)CC2)cc1 | -1 | -0.3 | -0.3 | -2 | -3 | -4 | -2 | 11 | -2 | 3
O=C(COc1ccc(S(=O)(=O)NCc2ccccc2)cc1Cl)N1CCOCC1 | 3 | -2.1 | -1.1 | -5 | 5 | -8 | -2 | -2 | -1 | -7
COc1ccccc1/C=C1\CCC(C2CCCC2)C1=O (stereo unspecified) | -4 | -1.0 | -1.8 | 73 | -1 | 0 | 7 | 0 | 2 | -4
O=C(O)CC(C(=O)O)n1nc(-c2ccccc2)cc1-c1ccccc1 (stereo unspecified) | -1 | -2.1 | -0.5 | 3 | -1 | -6 | nt | -5 | 0 | -18
COc1ccc(C(c2nnnn2CC2CCCO2)N2CCC(C(N)=O)CC2)cc1 (stereo unspecified) | -2 | 2.1 | -2.3 | nt | -1 | -4 | 0 | -4 | 2 | 10
O=C(O)c1ccccc1NN=C1CCCCC1 | 6 | nt | -0.6 | 12 | 2 | 4 | 4 | 6 | -1 | -2
CN1CCN(C(=O)C2=C[C@@H](c3csc4ccccc34)C[C@@H](OCc3ccc(CO)cc3)O2)CC1 | -6 | -0.3 | -1.1 | 7 | -2 | -3 | -1 | 8 | -1 | -14
Cc1csc(NC(=O)Cc2c(F)cccc2Cl)n1 | -2 | -0.2 | -0.5 | nt | -6 | -2 | 22 | -6 | -2 | 23
CC(C)N1CCN(c2ccc(S(=O)(=O)N3CCOCC3)cn2)CC1 | -14 | -1.6 | -1.0 | 0 | 3 | -6 | -2 | 12 | -1 | 3
O=C(O)CC(NC(=O)c1sc2ccccc2c1Cl)c1ccc(OC2CCCC2)cc1 (stereo unspecified) | 3 | -0.4 | -0.7 | -4 | -7 | -1 | 6 | -3 | -1 | -1
CC1CCCCC1NC(=O)COC(=O)c1ccc2ccccc2n1 (stereo unspecified) | 6 | 0.9 | nt | 4 | 9 | 6 | 3 | 5 | 2 | 9
NC(=O)C1CCN(c2oc(/C=C/c3ccccc3)nc2S(=O)(=O)c2ccccc2)CC1 | 35 | 0.6 | 0.1 | -9 | -13 | -5 | -2 | 5 | 8 | 14
O=C(CSc1nnc(-c2ccccn2)n1Cc1ccco1)c1ccc(-c2ccccc2)cc1 | 13 | -2.2 | -1.1 | nt | -23 | 0 | nt | -4 | -7 | 9
NNC(=S)NCc1ccco1 | 7 | 1.7 | -0.4 | nt | 5 | -4 | 0 | -8 | -1 | 4
COC(=O)c1cccc(Nc2ccc([N+](=O)[O-])cn2)c1 | 0 | 0.9 | -0.8 | 26 | 0 | 2 | -1 | nt | 2 | 1
Cc1nnc(NC(=O)COc2ccc3c(C)cc(=O)oc3c2)s1 | -27 | -2.8 | -0.6 | 6 | -10 | -8 | -4 | -1 | 2 | -14
CN(C)c1ccc(/C=N/NC2=NS(=O)(=O)c3ccccc32)cc1 | -2 | -0.5 | -1.0 | 15 | -6 | 1 | 2 | -1 | -3 | -11
Cc1onc(-c2ccccc2)c1C(=O)NCc1ccccn1 | 14 | 0.0 | nt | 6 | -4 | 7 | 0 | 0 | -1 | 14
O=C(N/N=C/c1cccc([N+](=O)[O-])c1)c1cc(-c2ccccc2)nc2ccccc12 | 6 | -0.3 | -1.6 | -5 | ? | -3 | -1 | -3 | -1 | 5
Cc1ccnc2nc(C(=O)OCC(=O)NCCc3ccc(Cl)cc3)nn12 | -3 | -0.5 | -0.5 | 0 | 5 | 3 | -2 | -1 | -3 | -8
CCOc1ccc(NC(=O)c2cccc(NC3=NC4CS(=O)(=O)CC4S3)c2)cc1 (stereo unspecified) | -12 | -0.6 | -0.4 | nt | -2 | 3 | 10 | -2 | -1 | -10
CCOc1ccc(OCC(=O)NCCS(=O)(=O)N2CCN(c3ccc(F)cc3)CC2)cc1 | -7 | 0.3 | -2.0 | -9 | -1 | 3 | -3 | 5 | -3 | -9
Cc1cc(OC(=O)c2ccccc2Br)c([N+](=O)[O-])c(=O)[nH]1 | 8 | -0.5 | 0.3 | 18 | -6 | 2 | -1 | nt | -3 | -3
CC(=O)c1cccc(N(C(=O)c2ccccn2)C(C(=O)NC2CCCCC2)c2ccccc2)c1 (stereo unspecified) | 2 | -1.9 | -1.4 | 17 | -6 | 2 | 1 | -3 | -2 | -2
COc1cccc(CNC(=O)CNC(=O)c2cccs2)c1 | -6 | 1.0 | -2.4 | 8 | -9 | 6 | -2 | -1 | 3 | -9
COC(=O)c1nnn(-c2nonc2N)c1CN1CCc2ccccc21 | 22 | 1.1 | 0.4 | -8 | 1 | -3 | nt | -2 | 0 | -3
CCOC(=O)c1cnc2cc(-c3ccc(C)cc3)nn2c1-c1ccccc1 | -6 | 2.2 | -1.0 | 1 | -4 | 7 | nt | 1 | 0 | 0
Cc1ccc(C(=O)Nc2ccccc2C(=O)NCc2cccnc2)cc1 | 2 | -0.6 | -2.4 | 10 | -13 | -7 | 1 | -6 | -5 | -1
O=C(NC1CCCCC1)c1cc(S(=O)(=O)N2CCOCC2)ccc1Cl | 17 | 0.7 | -1.8 | -8 | -9 | -2 | 11 | 1 | -4 | -1
CCOc1ccc(NC(=S)NC(=O)c2cnn(CC)c2)c([N+](=O)[O-])c1 | 3 | -1.0 | -1.4 | -9 | 2 | -1 | 1 | -2 | 3 | 5
COc1cccc2cc(-c3cc(=O)oc4ccc(OCC(C)=O)cc34)oc12 | -4 | 0.3 | -3.8 | -4 | -9 | -3 | -4 | -3 | 4 | 3
COc1ccc2[nH]c(=O)c(CN(c3ccc(C)c(C)c3)S(C)(=O)=O)cc2c1 | 0 | 3.3 | -0.3 | 4 | 6 | -2 | 0 | -4 | -2 | 10
CC(=O)c1cccc(N(CC(=O)Nc2ccc(F)cc2)S(C)(=O)=O)c1 | -5 | 1.1 | -1.1 | 22 | -1 | -3 | nt | 0 | -5 | -5
COc1cccc(N2CCN(C(=O)CC(C)(C)CC3=NS(=O)(=O)c4ccccc4N3)CC2)c1 | 5 | -1.7 | -0.8 | 4 | -4 | 1 | -2 | -5 | 2 | -1
Cc1cc(C)c(NC(=O)CNC(=O)COC(=O)C2=COCCO2)c(C)c1 | 6 | 1.3 | -1.5 | 1 | -13 | 2 | -3 | 0 | 1 | -1
Cc1ccc(S(=O)(=O)N2CCN(CC(=O)N/N=C\c3ccc(O)c(O)c3)CC2)cc1 | 9 | 0.9 | 0.6 | 5 | -16 | 2 | 4 | 6 | -5 | 4
Cc1noc(C)c1COC(=O)C(c1ccccc1)c1ccccc1 | 6 | -0.4 | -0.9 | 8 | -6 | -1 | -1 | -6 | -2 | 3
C=CC[C@@H](CC(=O)OC(C)(C)C)C(=O)OC[C@H]1CCCN1C(=O)[C@@H](CC=C)CC(=O)NCCO | -2 | -1.8 | 0.2 | 0 | 1 | -1 | 12 | -2 | 5 | 0
COc1ccc(-c2nnc(SCC(=O)NC(C)c3ccccc3)o2)cc1OC (stereo unspecified) | -4 | 1.0 | -0.7 | -7 | 5 | 1 | nt | 0 | -3 | 1
Cc1csc(SCC(=O)Nc2cc(S(=O)(=O)N3CCCC3)ccc2Cl)n1 | 4 | -1.6 | -1.2 | -4 | -7 | 2 | nt | -2 | 4 | -2
CSc1ccccc1NC(=O)c1noc(C)c1[N+](=O)[O-] | 3 | 0.5 | -0.7 | -13 | -4 | -5 | 0 | -2 | 4 | 1
CCN(CC(=O)Nc1ccc(NC(C)=O)cc1)CC(=O)Nc1cc(C)on1 | -1 | 1.0 | -0.6 | 6 | 10 | -5 | -5 | -1 | 0 | 1
COc1ccc(-c2cc(C(F)(F)F)nc(N3CCCCCC3)n2)cc1 | 4 | -1.2 | 0.1 | nt | 0 | 6 | -8 | -3 | -4 | -1
Cc1cc(C)cc(CC(Cc2nc3ccccc3[nH]2)c2nc3ccccc3[nH]2)c1 (stereo unspecified) | 16 | 1.0 | -2.3 | -1 | 2 | 4 | nt | -6 | 3 | -26
CCOc1ccc(C(=O)NCC(c2ccco2)N2CCOCC2)cc1 (stereo unspecified) | -17 | -3.3 | -1.8 | 10 | -4 | -4 | -2 | -4 | -2 | 13
N#CCCN(C(=O)COC(=O)c1ccc2c(c1)OCCO2)c1ccccc1 | 4 | 0.4 | -1.3 | 6 | -1 | 2 | -2 | -6 | -6 | -4
CC(=O)N1CCN(C2=NC(=O)/C(=C/c3ccc(OS(=O)(=O)c4ccccc4)cc3)S2)CC1 | 14 | 0.9 | -2.6 | -12 | 13 | 1 | -1 | -1 | 1 | 2

Assay outcomes from PubChem BioAssay.
